Screening data from PubChem.
SMARCA2 activ = increases SMARCA2 function in MMTV reporter cells; MG213 cells, MMTV-luciferase reporter, dexamethasone, overnight; activation, % at 9.1 µM; 1% of 370,000 active; AID 652017; in the data active = activation above about 7.8%;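 note: 0% = vehicle wells and 100% = reference activator wells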
PLC-gamma1 inh = inhibitors of human phospholipase C gamma1. AID 720700. inhibition, % at 12.2 µM. P19174. purified PLC-gamma1, fluorogenic substrate, fluorescence. 0.84% of 370,000 active; in the data active = inhibition above about 9.5%
Target sequence (P19174 whole entry, looked up): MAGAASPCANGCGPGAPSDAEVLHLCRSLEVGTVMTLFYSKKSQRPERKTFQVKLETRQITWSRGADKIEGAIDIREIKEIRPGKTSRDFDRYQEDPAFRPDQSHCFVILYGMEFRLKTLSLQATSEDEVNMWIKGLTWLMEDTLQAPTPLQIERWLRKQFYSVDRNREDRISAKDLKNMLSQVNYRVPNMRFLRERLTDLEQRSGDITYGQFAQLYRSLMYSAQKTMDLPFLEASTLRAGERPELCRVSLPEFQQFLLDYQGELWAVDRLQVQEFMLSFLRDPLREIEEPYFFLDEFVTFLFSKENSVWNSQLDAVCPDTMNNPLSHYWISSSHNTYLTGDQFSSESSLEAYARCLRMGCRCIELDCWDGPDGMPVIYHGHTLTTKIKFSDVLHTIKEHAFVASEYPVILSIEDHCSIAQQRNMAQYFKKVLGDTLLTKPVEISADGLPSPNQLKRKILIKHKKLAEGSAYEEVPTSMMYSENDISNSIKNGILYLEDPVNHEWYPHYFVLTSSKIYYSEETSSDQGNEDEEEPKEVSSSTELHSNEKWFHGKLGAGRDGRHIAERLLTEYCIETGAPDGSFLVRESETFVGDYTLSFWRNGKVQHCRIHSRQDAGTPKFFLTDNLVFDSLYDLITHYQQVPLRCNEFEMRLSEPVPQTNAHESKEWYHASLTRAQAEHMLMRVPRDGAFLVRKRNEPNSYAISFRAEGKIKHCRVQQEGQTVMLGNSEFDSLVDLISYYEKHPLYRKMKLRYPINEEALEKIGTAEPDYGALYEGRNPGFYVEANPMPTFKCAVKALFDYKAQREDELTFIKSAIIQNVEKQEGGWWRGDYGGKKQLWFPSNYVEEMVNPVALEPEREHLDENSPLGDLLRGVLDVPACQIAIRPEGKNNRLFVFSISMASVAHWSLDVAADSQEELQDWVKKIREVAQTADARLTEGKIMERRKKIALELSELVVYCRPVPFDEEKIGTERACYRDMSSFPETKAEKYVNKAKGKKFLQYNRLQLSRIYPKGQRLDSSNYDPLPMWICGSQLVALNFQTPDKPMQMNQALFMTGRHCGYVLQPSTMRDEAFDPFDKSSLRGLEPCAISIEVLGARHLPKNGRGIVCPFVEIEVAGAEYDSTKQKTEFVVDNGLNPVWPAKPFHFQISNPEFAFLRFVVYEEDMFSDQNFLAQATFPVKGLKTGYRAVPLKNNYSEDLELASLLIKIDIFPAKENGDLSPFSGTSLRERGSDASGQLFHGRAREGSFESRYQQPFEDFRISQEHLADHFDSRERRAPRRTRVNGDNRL
PLC-beta3 inh = PLC-beta3 (human) inhibition, primary screen | Purified PLC-beta3, fluorogenic substrate, fluorescence | 0.18% of 370,000 active | AID 720704 | inhibition, % at 12.2 µM; in the data active = inhibition above about 11%;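 note: 0% = median of compound wells on plate and 100% = full blocker control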
hcDAF-12 act = activates DAF-12 receptor from parasite H. contortus. 1.4% of 370,000 active. HEK293 hcDAF-12 lit1-tk-luc reporter, luminescence; 0% DMSO, 100% Δ7-dafachronic acid. activation, % at 6.8 µM. AID 652067;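 active = activation above the mean of all tested compounds plus 3 SD, cut at about 5.5% in these data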;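 note: 100% = response to 3 µM Δ7-dafachronic acid high control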
Rev-erbA mod = modulators of human Rev-erb alpha DNA binding; 0.79% of 370,000 active; Rev-erbα–FITC-DNA binding, fluorescence polarization, 90 min; activity, % at 10 µM;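 active = activity above about 14%, limit read from the data; passing the limit was not always enough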;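 note: 0% = DMSO wells with 35 nM protein and 100% = DMSO wells with 750 nM protein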
DAX1 inh-1 = DAX1 (NR0B1) inhibition, primary screen; inhibition, % at 6.8 µM; AID 652010; HEK293T StAR-luciferase reporter, SF-1/DAX-1 repression relief; 1.1% of 370,000 active;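 active = inhibition above the mean over all tested compounds plus 3 SD, cut at about 3.6% in these data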;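 note: 0% = DAX-1 cells with DMSO and 100% = cells lacking DAX-1 with DMSO; higher inhibition means more luminescence from relief of DAX-1 repression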
hgDAF12 agonist = agonists of H. glycines DAF-12 nuclear receptor | HEK293 GAL4-hgDAF12 UAS-luciferase reporter, agonist luminescence; normalized to butyrate control | activation, % at 6.8 µM | AID 687014 | 1.8% of 370,000 active;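 active = activation above a cutoff set at the mean of all screened compounds plus 3 SD, cut at about 10% in these data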;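 note: 0% = DMSO wells and 100% = sodium butyrate wells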
MBD2 DNA inh = blocks human MBD2 binding to methylated DNA | 0.31% of 370,000 active | TR-FRET, MBD2 binding to methylated oligonucleotide | Q9UBB5 | inhibition, % at 4.4 µM | AID 686964; in the data active = inhibition above about 13%
DAX1 inh-2 = NR0B1 (DAX1) inhibition; HEK293 Gal4-DAX1 luciferase reporter, luminescence; inhibition, % at 6.75 µM; 0.99% of 340,000 active; AID 504766;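 active = inhibition above the mean over all tested compounds plus 3 SD, cut at about 4.2% in these data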;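 note: 0% = DAX1-transfected cells with DMSO and 100% = empty-vector control cells with DMSO; inhibition shows as a rise in luminescence from relieved DAX1 repression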
ADAM17 inh = inhibits human ADAM17. P78536. recombinant ADAM17, EDANS/DABCYL FRET peptide cleavage. 0.83% of 370,000 active. inhibition, % at 6.95 µM. AID 720648;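 active = inhibition above the mean of compounds lying between control limits plus 3 SD, set per campaign, cut at about 8.5% in these data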;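 note: 0% = DMSO-only wells as the low control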
ssDAF-12 act = S. stercoralis DAF-12 activation, primary screen. HEK293 ssDAF-12/GRIP1 lit1-tk-luc reporter, luminescence; % of 3 µM dafachronic acid response. activation, % at 6.8 µM. 1% of 370,000 active;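 active = activation above the mean over all tested compounds plus 3 SD, cut at about 0.9% in these data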;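 note: 0% = DMSO-only wells and 100% = 3 µM delta7-dafachronic acid wells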
Active calls of the source: *; x = no result given.

item	mol	SMARCA2 activ	PLC-gamma1 inh	PLC-beta3 inh	hcDAF-12 act	Rev-erbA mod	DAX1 inh-1	hgDAF12 agonist	MBD2 DNA inh	DAX1 inh-2	ADAM17 inh	ssDAF-12 act
1	O=C(NCc1nc(-c2ccc(C(F)(F)F)cc2)no1)Nc1ccc(OC(F)(F)F)cc1	-3	-1	-4	-0.1	1	-0.7	-1.2	1	x	-1	-0.5
2	Cc1ccccc1-n1ncc2c(SCC(=O)NCc3cccs3)ncnc21	0	3	2	-0.4	-5	0.3	2.6	-2	-1.4	4	-1.1
3	CCc1ccc(C(=O)CSc2nnc(C)c(=O)[nH]2)cc1	1	-2	-1	0.8	-6	0.0	0.2	-2	0.5	-2	-1.2
4	CN(C1CCCCC1)S(=O)(=O)c1ccc(C(=O)N2CCN(c3nc4ccccc4s3)CC2)cc1	-3	-2	-1	-1.1	-9	-0.6	0.7	3	-0.5	-4	-0.6
5	O=C(Cc1c(F)c(F)c(F)c(F)c1F)Nc1nc(-c2ccccc2)cs1	-1	-2	-9	0.1	4	0.0	1.3	0	1.8	0	-1.0
6	C=CCSc1nc2sc3c(c2c(=O)n1CC=C)CCc1ccccc1-3	0	-1	-2	5.2	3	-0.1	-2.7	3	-1.1	3	0.2
7	Cc1cc(C)n2nc(C(=O)N3CCCC(Nc4ccc(C(C)C)cc4)C3)cc2n1 (stereo not given)	-3	-25	-43	1.1	1	-1.5	0.4	-5	0.2	-16	-1.1
8	C=CCN(CC#Cc1ccc(C(F)(F)F)cc1)Cc1ccc(OC)cc1OC	3	4	-4	-2.9	6	-0.7	-0.9	-2	x	-4	-1.4
9	NC(=O)c1cc([N+](=O)[O-])ccc1NCc1cccc(N)c1	2	2	1	-1.2	0	-0.8	-1.5	-2	-1.0	-3	-1.3
10	CC1CN(C(=O)c2ccc([N+](=O)[O-])s2)CC(C)O1 (stereo not given)	-2	0	-5	-0.2	0	-2.3	-1.3	0	1.3	-1	-1.3
11	O=C(CN1C(=O)S/C(=C\c2ccccc2F)C1=O)NCCCn1ccnc1	-4	-3	-6	1.8	-3	-0.2	2.3	3	0.2	0	-1.4
12	C(=N\NC1=Nc2cccc3cccc1c23)/c1ccccn1	-1	-15	-16	8.6*	3	3.5	10	-8	5.3*	2	0.5
13	Cn1cc(C(=O)NCc2ccc(F)cc2)c(=O)c2cc(S(=O)(=O)N3CCCCC3)ccc21	-3	0	-1	-2.3	0	0.1	-1.6	1	0.1	1	-1.4
14	CCc1nc2ccc(C(=O)N3CCN(c4ccc(Cl)cc4)CC3)cc2nc1CC	-2	1	-6	-3.0	2	-1.3	-2.1	3	-0.7	-3	-1.3
15	CCOC(=O)C1=C(COC(=O)C2CC(=O)N(c3ccc(CC)cc3)C2)NC(=O)NC1C (stereo not given)	-3	-4	-5	1.5	-3	0.6	-0.8	-3	1.7	-1	-1.3
16	CCN(CC)S(=O)(=O)c1cc(C(=O)Nc2cc(S(=O)(=O)N3CCOCC3)ccc2N2CCN(C)CC2)ccc1C	-1	3	-10	0.1	2	3.1	-3.2	3	-0.4	-1	-0.2
17	C1=C(C(c2nnnn2C2CCCCC2)N2CCCCC2)COc2ccccc21 (stereo not given)	2	-1	-3	-1.4	0	0.0	-1.2	2	0.4	-2	-1.2
18	O=C(COc1ccccc1Cl)N1CCN(c2ccccn2)CC1	-2	1	-12	-0.3	0	-4.1	0.6	0	0.2	-2	-0.7
19	CN1CCC(C)(C(=O)Nc2cccc(Oc3ccccc3)c2)C1 (stereo not given)	-1	1	5	0.4	-3	0.0	2.4	1	x	-1	-1.4
20	CN1CCN(C(=O)C2=C[C@H](c3csc4ccccc34)C[C@H](OCCCCO)O2)CC1	2	-1	0	-0.3	-7	0.6	1.2	-5	0.0	-4	-1.4
21	COc1cc(C(C)=O)ccc1OCC(O)CN1CCN(c2c(C)cccc2C)CC1 (stereo not given)	-1	3	-3	-3.1	2	-0.3	-2.9	4	-0.2	3	-0.3
22	Cc1ccc(Nc2nnc(SCC(=O)Nc3cccc(S(=O)(=O)NC4=NCCCCC4)c3)s2)cc1	1	-2	0	1.0	-1	0.2	3.0	1	-1.4	-9	-0.5
23	Nc1ccn(Cc2ccccc2)n1	-1	1	-4	-0.2	1	0.5	0.3	0	-0.1	-1	-1.1
24	CCOC(=O)n1c2ccccc2c(=O)n1CCO	-4	2	1	-0.4	-6	0.2	-1.7	2	x	-4	-1.5
25	CCCCOc1ccc(NC(=O)CCSc2nccn2C)cc1	-3	1	-10	-0.7	-3	0.7	-1.9	2	0.9	-5	-1.6
26	CCOC(=O)[C@]12CCCC=C1N(Cc1ccc(OC)cc1)C(=O)[C@@H]2CC(=O)NCc1ccc(C)o1	0	1	1	-4.0	3	-1.5	-0.9	2	x	2	-1.3
27	CC(=N\Nc1ccc(Cl)cc1)/C(=N/O)C(=O)Nc1ccccc1	0	1	0	-1.3	-4	-0.5	0.2	5	0.1	0	-1.5
28	CCOC(=O)C1CCN(C(=O)C(Cc2ccc3c(c2)OCO3)NC(C)=O)CC1 (stereo not given)	4	1	1	-1.7	3	-0.6	1.9	3	x	6	-0.8
29	CN(Cc1nc2ccccc2c(=O)[nH]1)C(=O)c1ccc(NC(=O)CSc2nnnn2C)cc1	0	-2	-3	-1.2	0	-0.1	-1.0	-5	1.1	-4	-1.0
30	CC(=O)Nc1cccc(-c2ccnc3c2CC(C(=O)NCc2ccc(N4CCN(C)CC4)cc2)O3)c1 (stereo not given)	-1	0	1	-1.7	-10	-0.7	-1.3	-1	x	-3	-0.1

Five of the entries above in order of their number in ADAM17 inh, highest first.
| nr | Compound | SMARCA2 activ | PLC-gamma1 inh | PLC-beta3 inh | hcDAF-12 act | Rev-erbA mod | DAX1 inh-1 | MBD2 DNA inh | DAX1 inh-2 | ADAM17 inh | ssDAF-12 act |
| --- | --- | --- | --- | --- | --- | --- | --- | --- | --- | --- | --- |
| 5 | O=C(Cc1c(F)c(F)c(F)c(F)c1F)Nc1nc(-c2ccccc2)cs1 | -1 | -2 | -9 | 0.1 | 4 | 0.0 | 0 | 1.8 | 0 | -1.0 |
| 19 | CN1CCC(C)(C(=O)Nc2cccc(Oc3ccccc3)c2)C1 (stereo not given) | -1 | 1 | 5 | 0.4 | -3 | 0.0 | 1 | x | -1 | -1.4 |
| 14 | CCc1nc2ccc(C(=O)N3CCN(c4ccc(Cl)cc4)CC3)cc2nc1CC | -2 | 1 | -6 | -3.0 | 2 | -1.3 | 3 | -0.7 | -3 | -1.3 |
| 4 | CN(C1CCCCC1)S(=O)(=O)c1ccc(C(=O)N2CCN(c3nc4ccccc4s3)CC2)cc1 | -3 | -2 | -1 | -1.1 | -9 | -0.6 | 3 | -0.5 | -4 | -0.6 |
| 22 | Cc1ccc(Nc2nnc(SCC(=O)Nc3cccc(S(=O)(=O)NC4=NCCCCC4)c3)s2)cc1 | 1 | -2 | 0 | 1.0 | -1 | 0.2 | 1 | -1.4 | -9 | -0.5 |

3 compounds from above, sorted by number of heavy atoms, high to low.
item	mol	SMARCA2 activ	PLC-gamma1 inh	PLC-beta3 inh	hcDAF-12 act	Rev-erbA mod	DAX1 inh-1	hgDAF12 agonist	MBD2 DNA inh	DAX1 inh-2	ADAM17 inh	ssDAF-12 act
5	O=C(Cc1c(F)c(F)c(F)c(F)c1F)Nc1nc(-c2ccccc2)cs1	-1	-2	-9	0.1	4	0.0	1.3	0	1.8	0	-1.0
18	O=C(COc1ccccc1Cl)N1CCN(c2ccccn2)CC1	-2	1	-12	-0.3	0	-4.1	0.6	0	0.2	-2	-0.7
24	CCOC(=O)n1c2ccccc2c(=O)n1CCO	-4	2	1	-0.4	-6	0.2	-1.7	2	x	-4	-1.5

The list goes on.
item	mol	SMARCA2 activ	PLC-gamma1 inh	PLC-beta3 inh	hcDAF-12 act	Rev-erbA mod	DAX1 inh-1	hgDAF12 agonist	MBD2 DNA inh	DAX1 inh-2	ADAM17 inh	ssDAF-12 act
31	CCOCCCn1c(SCc2nc3ccccc3s2)nc2ccccc2c1=O	1	-1	-2	4.1	7	1.0	7.4	-2	1.1	1	-0.7
32	COc1ccc(C(=O)N/C(=C\c2cccc3ccccc23)C(=O)NCCc2c[nH]c3ccccc23)cc1OC	-2	-146	-173	0.3	9	-0.5	-3.1	0	2.4	8	-0.5
33	COc1cc(C(=O)N(C(C)C)C2CCCCC2)cc(OC)c1OC	-5	0	0	-1.0	1	0.0	-2.0	3	-0.6	-5	0.0
34	CCCCNC(=S)NCCN1CCN(C(=S)NCCCC)CC1	-5	2	-4	0.2	0	-0.7	-0.8	-1	-0.6	6	-1.7
35	CCn1cc(C(=O)OCC(=O)NCc2ccccc2Cl)c(=O)c2ccc(C)nc21	1	8	-1	0.6	4	-2.1	1.5	1	-0.8	1	-1.1
36	Cc1ccc(C(=O)Nc2nnc(-c3cccs3)s2)cc1C	6	7	2	3.7	23*	1.7	8.1	-7	-0.2	8	0.3
37	Cc1cc(C(=O)Nc2ccc(CC(=O)O)cc2)c(C)o1	-8	2	-5	-4.6	4	-0.6	-9.4	2	-1.5	0	-1.9
38	O=C(c1ccco1)c1cn(CC(=O)N2CCCc3ccccc32)c2ccccc12	0	-13	-20	-1.5	-3	-0.8	-0.9	0	-1.5	-3	-2.0
39	Cc1cccc(N2CCN(S(=O)(=O)c3ccc4c(c3)CCCN4C(=O)C3CCC3)CC2)c1C	2	2	-5	-2.2	-2	0.5	1.3	2	-0.6	1	-1.1
40	O=C(CN1CC(=O)Oc2ccccc21)OCC(=O)c1ccc(Br)cc1	2	-8	-2	2.9	-2	-0.1	1.0	-1	-0.8	-2	-0.7
41	Cc1ccc(S(=O)(=O)/N=S(/c2ccccc2)C(C)C)cc1 (stereo not given)	-5	1	-8	2.2	9	-0.1	1.9	2	1.1	-3	-0.6
42	CCCCC(=O)N(C)c1c(CC)nc2c(OCC(=O)N(C)C)cccn12	0	-5	-5	-1.4	-10	1.4	-1.9	-5	x	0	-0.7
43	CCOc1ccc2oc(C(=O)NC3CCN(Cc4ccccc4)CC3)c(C)c2c1	-4	-5	-16	-0.4	-4	-1.0	-2.0	2	-1.0	-13	-1.6
44	COc1ccc(CCNS(=O)(=O)c2ccc(Cl)cc2)cc1OC	-4	3	-9	-1.6	7	-0.3	-3.3	2	3.0	0	-1.4
45	O=C(CSc1nnc(CNC(=O)c2ccco2)o1)NC1CCCC1	0	0	1	-1.5	-6	0.1	0.3	0	-0.5	-2	-0.7
46	COC(=O)CC(=O)CSc1nc2c(cc1C#N)CCCCC2	3	-58	-71	10*	2	3.1	11*	5	1.9	-17	0.2
47	O=C(COc1ccccc1)N1CCN(C(=O)c2ccccc2F)CC1	-1	1	0	0.6	2	0.0	0.8	0	-0.7	-1	-1.7
